Bioassay records (PubChem)
IL-1B inflam inh: inhibitors of inflammasome signaling (IL-1 beta secretion) | THP-1 LPS/ATP IL-1B secretion, AlphaLISA, 16 h; stronger effect = lower value | activity change, % at 57.5 µM | hit rate 4.7% among 360,000; in the data active means activity change below about -50%; inconclusive means mostly about -30% to -49%; further: on the % scale 0 is the no-effect control and ±100 the full control effect
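THP-1 cells pretreated 1 hr with compounds (up to 57.5 uM final), then stimulated with LPS (250 ng/mL final) plus ATP (1.25 mM final); secreted IL-1B measured by AlphaLISA after 16 hr, decreased signal indicating inhibition.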
HT1080 IDH1KD tx: kills HT-1080 cells with IDH1 knockdown; HT-1080 IDH1 knockdown viability, ATP luminescence, 48 h; Potency, µM (titrated, usually from 46.1 µM), without a hit: at the highest dose activity, negative = toxicity, hits mostly cytotoxic; hit rate 2% among 360,000;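 further: potency means the concentration at half of the fitted maximal effect; 0% = DMSO wells and -100% = cell-free medium wells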
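Knockdown cells (IDH1KD HT-1080) received compounds 2 h after plating at 750 cells/well and were kept 48 h at 37 °C in 5% FBS RPMI. A CellTiter-Glo luminescence read gave % activity for curve fitting.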
D3 ag: agonists of human D3 dopamine receptor | AID 652048 | P35462 | hit rate 0.58% among 410,000 | max activation, % | D3R DiscoveRx beta-arrestin cells, luminescence, 90 min; in the data active means max activation above about 30%; further: 0% is about no effect; mostly tested at two doses, the higher about 12 µM
Target sequence (P35462 whole entry, looked up): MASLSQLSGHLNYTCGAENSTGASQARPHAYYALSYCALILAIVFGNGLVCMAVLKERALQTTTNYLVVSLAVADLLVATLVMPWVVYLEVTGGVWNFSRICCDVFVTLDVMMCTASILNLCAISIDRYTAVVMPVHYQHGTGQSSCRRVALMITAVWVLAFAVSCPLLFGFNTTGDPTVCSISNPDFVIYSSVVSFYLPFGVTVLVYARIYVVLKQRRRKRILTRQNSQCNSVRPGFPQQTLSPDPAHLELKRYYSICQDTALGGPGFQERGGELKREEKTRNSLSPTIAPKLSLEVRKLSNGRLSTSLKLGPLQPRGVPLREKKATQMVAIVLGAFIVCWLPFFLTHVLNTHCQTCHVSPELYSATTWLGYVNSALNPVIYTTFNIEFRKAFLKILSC
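Agonist-mode cell screen: cells plated at 1500/well and incubated overnight at 37 °C, then exposed to library compounds for 90 min at 37 °C. Detection reagent was added for 30–60 min at room temperature, and luminescence was read.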
HEK293 tox: cytotoxicity counter-screen for GLP-1 receptor inverse agonists; HEK293 cAMP-luciferase reporter cells, luminescence, 24 h; Potency, µM (titrated, usually from 38.3 µM), without a hit: top-dose activity change, negative = inhibition, actives largely listed as inhibitors; hit rate 0.13% among 410,000; AID 624418;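 further: loss of luciferase light is scored as toxicity; potency means the concentration at half of the fitted maximal effect; on the % scale 0 is the no-effect control and ±100 the full control effect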
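Here, cytotoxicity is scored as loss of luminescence. The MLSMR collection was tested on cells seeded in medium containing 10% Nu serum, with a 24 hr compound exposure preceded by 12 hours of culture.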
MCF10A rerep: DNA re-replication induction in MCF 10a cells | MCF 10A DNA re-replication, Hoechst nuclear intensity, 48 h | Potency, µM (doses to about 46.1 µM), without a hit: at the highest dose activity, positive = re-replication, most hits filed as activators | hit rate 2.9% among 350,000; further: potency means the concentration at half of the fitted maximal effect; % of control where 0% means no effect; nearly all actives have a fitted effect of over 50% in size
SW480 rerep: inducers of DNA re-replication in SW480 colon cancer cells; hit rate 1.8% among 340,000; AID 624297; SW480 DNA re-replication, Hoechst DNA content imaging, 48 h; Potency, µM (series often up to 46.1 µM), without a hit: at the top dose re-replication activation, most hits filed as activators; further: potency means the concentration at half of the fitted maximal effect; % of control where 0% means no effect; nearly all actives have a fitted effect of over 55% in size
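250 cells/well; 23 nL cpd via pin tool; 48 hr, 37 C, 5% CO2; Hoechst 40 min; imager read of total nuclear intensity, ex 405/em 500-530 nm.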
HT1080-NT tox: kills 2HG-producing HT-1080-NT fibrosarcoma cells; HT-1080-NT fibrosarcoma viability, CellTiter-Glo ATP luminescence, 48 h; Potency, µM (series often up to 46.1 µM), for the others: at the highest dose activity, negative = less viability, usual class: cytotoxic; hit rate 1.6% among 360,000; AID 686970;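 further: NT is the 2HG producing partner of a matched IDH1 knockdown line; potency means the concentration at half of the fitted maximal effect; 0% = DMSO-treated cells and -100% = media-only wells without cells; nearly all actives have a fitted effect of over 55% in size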
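Read-out is CellTiter-Glo luminescence after 10 minutes at room temperature, following 48 hours' compound treatment of HT-1080-NT cells (750 cells/well, RPMI, 5% FBS, 37 degrees C).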
KB-V1 cytotox: KB-V1 MDR subline cytotoxicity | KB-V1 MDR cells viability, CellTiter-Glo, 72 h | Potency, µM (top dose mostly 46.1 µM), inactives show at the highest dose activity change, negative = cytotoxicity, most hits filed as cytotoxic | hit rate 3.4% among 400,000 | AID 1347076; further: potency means the concentration at half of the fitted maximal effect; on the % scale 0 is the no-effect control and ±100 the full control effect; nearly all actives have a fitted effect of over 60% in size
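qHTS viability screen in drug-selected KB-V1 MDR cells: 72 h compound treatment at 37 degrees C, ATP luminescence end point.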
KB-3-1 tox: kills parental KB-3-1 adenocarcinoma cells; Potency, µM (series often up to 46.1 µM), for the others: at the top dose activity change, negative = cytotoxic, most hits filed as cytotoxic; hit rate 1.4% among 400,000; KB-3-1 viability, CellTiter-Glo ATP luminescence, 72 h; AID 1347075; further: potency means the concentration at half of the fitted maximal effect; on the % scale 0 is the no-effect control and ±100 the full control effect; nearly all actives have a fitted effect of over 60% in size
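Luminescent ATP read-out (CellTiter-Glo) measures survival of drug-naive KB-3-1 cells after 72 h compound exposure at 37 °C. Titration series was screened from lowest to highest concentration, with DMSO vehicle plates as background controls.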
Starred values were filed as active, the others as inactive; ? = inconclusive; . = not tested or not shown; [ ] = another dose, or the depositor's remark. Unless noted, the call rests on the fitted dose curve; in most records, active means well fitted curve in the direction sought with a large enough effect; inconclusive means small, poorly fitted or top-dose-only effect, or another doubt; inactive means no such curve, though single readings can be large; an effect the other way counts as inactive or inconclusive.

SMILES	IL-1B inflam inh	HT1080 IDH1KD tx	D3 ag	HEK293 tox	MCF10A rerep	SW480 rerep	HT1080-NT tox	KB-V1 cytotox	KB-3-1 tox
CC(NS(=O)(=O)/C=C/c1ccccc1)C(=O)O (stereo not drawn)	0	-4%	2	18%	-1%	3%	-2%	9%	9%
CCN(C(=O)COC(=O)CCC(=O)c1ccc(Cl)cc1)c1c(N)n(Cc2ccccc2)c(=O)[nH]c1=O	-7	-4%	-1	-7%	-1%	-6%	3%	10%	4%
COCC(=O)N1CCC(Oc2ccc(C(=O)N3C[C@H]4CC[C@H]3C4)cc2)CC1	4	-6%	-6	9%	-1%	-1%	3%	.	.
NS(=O)(=O)c1ccc(CCNC(=O)CN2CCN(c3ccc(F)cc3)CC2)cc1	30	2%	-15	14%	1%	-1%	-28%	?	-28%
O=C(Cc1ccccc1)Nc1cc(Cl)ccc1Sc1ccccc1	0	26%	1	9%	-2%	-32%[inhibitor]	6%	18µM*	-11%
COc1ccccc1-n1c(-c2cn(C)nc2C)n[nH]c1=S	0	4%	5	-13%	0%	1%	10%	0%	5%
COc1ccc(NC(=O)c2oc3ccccc3c2NC(=O)C2CC2)c(OC)c1	33	4%	7	-8%	?	?	1%	3%	0%
Cc1ccc(NC(=S)NCc2ccc(F)cc2)c(C)c1	-23	1%	5	-28%	-9%	?	0%	-12%	8%
O=C(COC(=O)CCN1C(=O)/C(=C\C=C\c2ccccc2)SC1=S)Nc1cc(F)ccc1F	?	3%	1	-8%	?	-10%	-5%	3%	3%
Cc1cc(-n2c(C)cc(C(=O)CCl)c2C)no1	-102*	7.3µM*	-4	?	3.3µM*	?	5.8µM*	?	?
CNc1nnc(Sc2ncccc2[N+](=O)[O-])s1	.	-10%	3	1%	-8%	?	19%	0%	0%
c1ccc(COc2ncnc3c2ncn3CCCN2CCN(c3ccccn3)CC2)cc1	-26	-1%	-8	-6%	-27%	-3%[9.22 µM]	-11%	0%	0%
CC(C)CCN(C(=S)Nc1cccc(C(F)(F)F)c1)C(C)c1ccccn1 (stereo not drawn)	-8	-9%	2	-29%	?	5%	-3%	7%	1%
O=[N+]([O-])c1cccc(C(=NCc2ccccc2)NO)c1	-19	10%	1	-12%	-2%	-13%	9%	4%	3%
Cc1cc2c(n1-c1ccc(C(=O)NCCc3ccc(Cl)cc3)cc1)CCC(C)C2 (stereo not drawn)	.	.	6	-9%	.	.	.	-13%	10%
CC(NC(=O)c1cc2c(s1)CS(=O)(=O)C2)c1ccccc1 (stereo not drawn)	-5	0%	-6	2%	-8%	1%	-8%	?	-16%
Cc1ccc(CCNC(=O)c2c(C)oc3ncn(CC(C)C)c(=O)c23)cc1	.	.	-11	7%	.	.	.	?	-2%
O=C(O)C(O)Cc1c[nH]c2ccccc12 (stereo not drawn)	7	?	-26	0%	-1%	22%	-4%	0%	0%
C/C(=N\NC(=O)C(=O)N/N=C(\C)c1cccc(O)c1)c1cccc(O)c1	30	2%	5	5%	-11%[9.22 µM]	-4%	8%	8%	0%
O=C(COc1ccccc1)N/N=C/c1cc2c(cc1[N+](=O)[O-])OCO2	5	6%[9.24 µM]	-14	3%	13%	-3%	-4%	-21%	-8%
CCn1c(SCC(=O)NC(=O)NC(C)(C)C)nc2ccccc21	29	-2%	8	?	-1%	-73%[inhibitor]	-1%	?	9%
COc1cc(OC)cc(C(=O)NCC(=O)OCC(=O)NCc2ccco2)c1	0	16%	-10	3%	2%	-2%	12%	9%	4%
COc1ccc(OCC(=O)Nc2ccc3c(c2)nc(CN2CCCC2)n3C)cc1	-11	16%	-14	2%	10%	-4%	15%	8%	2%
CCc1ccc(OCC(=O)N/N=C(\C)c2ccc3c(c2)OCCO3)cc1	12	6%	6	4%	1%	-4%	3%	13%	2%
COc1cccc(C2NC(CCSC)(C(=O)O)C3C(=O)N(C(C)C)C(=O)C23)c1O (stereo not drawn)	21	-2%	5	5%	-8%	0%	-7%	7%	3%
COc1ccc(NS(=O)(=O)N2CCCCC2)cc1	6	8%	-4	-9%	4%	-3%	2%	-3%	-3%
COc1ccc(C(=O)Nc2nnc(S(=O)(=O)N(C)Cc3ccccc3)s2)cc1	12	14%	0	-5%	8%	?	1%	3%	-9%
CCn1c(N2CCN(CC(=O)c3ccc(OC)cc3)CC2)nc2ccccc21	-16	-1%	-1	3%	1%	11%	-5%	-9%	15%
COC(=O)c1ccc(CN2CCN(CCc3ccccc3)C(CCO)C2)cc1 (stereo not drawn)	-8	1%	0	6%	?	5%	18%	2%	0%
CC1CCN(C(=O)c2ccccc2NC(=O)c2nsc3ccccc23)CC1	.	.	-15	1%	.	.	.	-21%	-2%
O=C(COc1coc(CN2CCc3ccccc3C2)cc1=O)Nc1ccc(F)cc1	5	5%	2	-1%	7%	-3%	-3%	-11%	10%
NC(=O)C1CCN(Cc2nc3cc(C(F)(F)F)ccc3c(=O)[nH]2)CC1	7	-1%	5	7%	?	21%	0%	-9%	0%
CCCOc1ccc(C(=O)N2CCCC2)cc1OC	8	2%	-2	-4%	0%	-6%	-7%	-14%	20%
O=S(=O)(Nc1cccnc1Cl)c1ccc(-c2ccccc2)cc1	0	-8%	3	1%	-3%	4%	-3%	3%	-17%
CN(C)S(=O)(=O)c1cccc(NC(=O)COC(=O)c2cccn2C)c1	-10	2%	0	-4%	8%	-37%	0%	?	0%
COC(=O)c1ccc(CSc2nc3c(c(=O)n2-c2ccc(Br)cc2)SCC3)o1	8	19%	3	6%	-3%	17%	8%	-2%	-9%
Clc1ccc(C[n+]2cc(-c3ccccc3)n3c2CCCCC3)c(Cl)c1	-91*	16µM*	-6	17%	5%	0%	15µM*	?	2.1µM*
Cc1ccc(OCC(=O)Nn2c(C)nc3ccccc3c2=O)c(C(C)C)c1	50	-12%	11	1%	-1%	-3%	-4%	18µM*	-2%
COc1ccc(CC(=O)N(C)CC(=O)Nc2c(C)cccc2C)cc1S(=O)(=O)N1CCOCC1	0	2%	-3	16%	-5%	4%	-2%	-13%	5%
O=C(Cn1nnc(-c2ccccc2)n1)c1ccccc1	8	2%	4	8%	21%	6%	-2%	-20%	-3%
CC(C)Oc1ccc(CCC(=O)NNC(=S)NCc2ccccc2)cc1	-6	-6%	0	3%	0%	-4%	1%	0%	-1%
CCC1(c2ccccc2)NC(=O)N(CC(=O)Nc2ccccc2N2CCCCC2)C1=O (stereo not drawn)	-14	-14%	11	1%	2%	5%	-6%	1%	2%
CC(C)CCOc1ccccc1C(N)=O	19	3%	9	-13%	17%	-3%	-2%	23%	-2%
CCn1c(CN2CCOCC2)nc2cc(NC(=O)c3cccc([N+](=O)[O-])c3)ccc21	.	.	-14	8%	.	.	.	-2%	-18%
COc1cc(NC(=O)Cc2noc3ccccc23)cc(OC)c1OC	.	.	-12	-4%	.	.	.	-24%	-2%

Pulled by structure from the list above (7):
SMILES	IL-1B inflam inh	HT1080 IDH1KD tx	D3 ag	HEK293 tox	MCF10A rerep	SW480 rerep	HT1080-NT tox	KB-V1 cytotox	KB-3-1 tox
CC(C)CCOc1ccccc1C(N)=O	19	3%	9	-13%	17%	-3%	-2%	23%	-2%
NS(=O)(=O)c1ccc(CCNC(=O)CN2CCN(c3ccc(F)cc3)CC2)cc1	30	2%	-15	14%	1%	-1%	-28%	?	-28%
COc1ccccc1-n1c(-c2cn(C)nc2C)n[nH]c1=S	0	4%	5	-13%	0%	1%	10%	0%	5%
CC(C)CCN(C(=S)Nc1cccc(C(F)(F)F)c1)C(C)c1ccccn1 (stereo not drawn)	-8	-9%	2	-29%	?	5%	-3%	7%	1%
Cc1cc(-n2c(C)cc(C(=O)CCl)c2C)no1	-102*	7.3µM*	-4	?	3.3µM*	?	5.8µM*	?	?
Cc1ccc(CCNC(=O)c2c(C)oc3ncn(CC(C)C)c(=O)c23)cc1	.	.	-11	7%	.	.	.	?	-2%
Cc1ccc(OCC(=O)Nn2c(C)nc3ccccc3c2=O)c(C(C)C)c1	50	-12%	11	1%	-1%	-3%	-4%	18µM*	-2%

Entries of single compounds, quoted from the list:
Cc1cc(-n2c(C)cc(C(=O)CCl)c2C)no1 reads IL-1B inflam inh = -102*; HT1080 IDH1KD tx = 7.3µM*; D3 ag = -4; HEK293 tox = ?; MCF10A rerep = 3.3µM*; SW480 rerep = ?; HT1080-NT tox = 5.8µM*; KB-V1 cytotox = ?; KB-3-1 tox = ?
CC(C)Oc1ccc(CCC(=O)NNC(=S)NCc2ccccc2)cc1 reads IL-1B inflam inh = -6; HT1080 IDH1KD tx = -6%; D3 ag = 0; HEK293 tox = 3%; MCF10A rerep = 0%; SW480 rerep = -4%; HT1080-NT tox = 1%; KB-V1 cytotox = 0%; KB-3-1 tox = -1%

Remaining list, next part.
SMILES	IL-1B inflam inh	HT1080 IDH1KD tx	D3 ag	HEK293 tox	MCF10A rerep	SW480 rerep	HT1080-NT tox	KB-V1 cytotox	KB-3-1 tox
COc1ccccc1C(=O)NCC(=O)OC(C)C(=O)NC(=O)NC1CCCCC1 (stereo not drawn)	22	14%	-2	8%	-3%	-4%	15%	24%	6%
CCCS(=O)(=O)c1nnnn1-c1cccc(OC)c1	-67*	6.3µM*	-19	?	6.5µM*	?	10µM*	-28%	3%
CCC(CC)c1nn2c(=O)cc(COc3ccc(NC(=O)c4cccc(Cl)c4)cc3)nc2s1	.	.	2	-2%	.	.	.	0%	4%
O=C1C2CC=CCC2C(=O)N1Cc1nnc(-c2ccccc2Br)o1 (stereo not drawn)	0	11%	-8	-13%	-2%	-12%	5%	11%	-4%
CCn1c(CNc2ccc(Cl)cc2)nnc1SCc1ccc(C)cc1	?	?	0	-16%	?	11%	-7%	?	-18%
CC(=O)c1cccc(NC(=O)NCc2ccccn2)c1	-18	17%	3	10%	7%	3%	-6%	-1%	-2%
CCCCOc1ccc(C(=O)NCC(=O)NC2CCN(Cc3ccccc3)CC2)cc1	-3	-4%	-42	17%	15%	9%	-12%	.	.
